Compound activity deposited in PubChem BioAssay by National Center for Advancing Translational Sciences (NCATS).
BRCA1 expr up = BRCA1 expression activation. MCF7-BRCA1-FFLuc reporter, luminescence, 48 h; response scale: scaled: vehicle 0%, 10 µM genistein 100%. Potency, µM (series often up to 46.1 µM), for the others: at the top dose activation, actives largely listed as activators. 1.1% of 380,000 active; also: nearly all actives have a fitted effect of over 80% in size; some results filed as inactive show a strong effect at the top dose
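MCF7 cells carrying a BRCA1-firefly luciferase reporter (2000 cells/well, phenol-red free MEM) were attached for 2 h at 37 °C, then given compounds for 48 h. Luminescence was read 15 min after luciferase reagent; activity normalized to genistein (10 microM) and DMSO.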
MLL CXXC-DNA inh = blocks binding of human MLL CXXC domain to DNA | MLL-CXXC / FITC-HOXA9 DNA fluorescence polarization | Q03164 | 0.037% of 290,000 active | AID 2662 | Potency, µM (series often up to 115 µM), for inactives: at the highest dose activity change, negative = inhibition, most hits filed as inhibitors; active = well fitted inhibition curve with a large enough effect in the polarisation, with a control signal flat, not every such curve was filed as active; inconclusive = small, poorly fitted or top-dose-only effect, or effect the other way, or a change in a side signal; inactive = no such curve, though single readings can be large or run the other way; the % refers to the polarisation
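Fluorescence polarization: 7 uM MLL-CXXC (stock) preincubated 5 min with compounds, then 50 nM fluorescein-HOX-A9 DNA (stock) added; 30 min ambient. Buffer 50 mM Tris-HCl pH 7.5, 50 mM NaCl, 1 mM DTT, 0.05% BSA.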
NPC1 prom act = activators of NPC1 promoter; AID 485313; Potency, µM (titrated, usually from 9.22 µM), inactives show at the highest dose activation, most hits filed as activators; Huh7 NPC1 promoter luciferase reporter, 24 h; 2.4% of 320,000 active;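 also: % of control where 0% means no effect; nearly all actives have a fitted effect of over 60% in size; reporter is driven by a mutant NPC1 promoter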
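Luminescence from an NPC1 promoter-driven luciferase reporter in stably transfected Huh7 cells was measured after 24 h compound treatment at 37 °C, followed by 10 min ambient incubation with luciferase detection reagent.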
uPA surface inh = cell surface uPA generation inhibition | cell surface uPA generation assay, qHTS | Potency, µM (highest dose often 38.3 µM), for inactives: top-dose activity change, negative = inhibition, usual class: inhibitors | 0.31% of 330,000 active | AID 540303; active = well fitted inhibition curve with a large enough effect; inconclusive = small, poorly fitted or top-dose-only effect; inactive = no such curve, though single readings can be large or run the other way; tested in mouse RAW 264.7 cells; also: % is scaled to controls: 0 for no effect and ±100 for the full control effect; nearly all actives have a fitted effect of over 55% in size
ELG1 genotox = genotoxicity induction in ELG1-luciferase HEK293T cells; HEK293T ELG1-luciferase reporter, luminescence, 16 h; Potency, µM (series often up to 46 µM), for the others: top-dose activity change, positive = activation, usual class: activators; 1.3% of 330,000 active; also: % of control where 0% means no effect; nearly all actives have a fitted effect of over 60% in size
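After overnight (16 hr) compound treatment at 37 °C, ELG1-luciferase HEK293T cells were lysed with ONE-Glo; luminescence quantified 30 min later at room temperature.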
FLuc modulator = inhibits or activates purified firefly luciferase, miR-21 counter-screen; purified FLuc, Km substrates, luminescence inhibition; Potency, µM (titrated, usually from 57.5 µM), for inactives: at the highest dose activity change, negative = inhibition, usual class: inhibitors; 6.9% of 360,000 active; AID 588342;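 also: plate controls were vehicle for no effect and reference inhibitor for full effect; nearly all actives have a fitted effect of over 55% in size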
Target sequence (P08659 whole entry, looked up): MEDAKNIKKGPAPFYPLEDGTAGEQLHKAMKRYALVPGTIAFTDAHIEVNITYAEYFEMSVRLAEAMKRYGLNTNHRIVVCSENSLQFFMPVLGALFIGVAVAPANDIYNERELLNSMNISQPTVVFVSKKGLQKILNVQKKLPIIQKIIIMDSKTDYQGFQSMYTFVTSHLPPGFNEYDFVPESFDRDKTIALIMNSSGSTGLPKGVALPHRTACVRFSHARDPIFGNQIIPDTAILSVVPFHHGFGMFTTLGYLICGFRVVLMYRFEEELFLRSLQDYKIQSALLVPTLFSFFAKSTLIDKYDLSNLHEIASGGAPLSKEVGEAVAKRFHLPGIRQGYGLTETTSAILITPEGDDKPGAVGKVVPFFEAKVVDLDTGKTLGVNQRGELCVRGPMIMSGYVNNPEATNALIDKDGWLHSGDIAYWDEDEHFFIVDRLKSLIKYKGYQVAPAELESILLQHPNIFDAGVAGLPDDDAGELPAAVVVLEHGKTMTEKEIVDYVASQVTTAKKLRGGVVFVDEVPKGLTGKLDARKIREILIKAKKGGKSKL
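Purified P. pyralis luciferase, 10 nM final, with Km-level 10 uM D-luciferin and 10 uM ATP in 50 mM Tris acetate pH 7.5, 10 mM Mg acetate, 0.01% Tween-20, 0.05% BSA; 6-point qHTS titration about 60 µM downward; luminescence read.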
Rab9 promoter act = activators of Rab9 promoter; Huh7 Rab9 promoter-luciferase reporter, luminescence, 24 h; 2.8% of 320,000 active; Potency, µM (top dose mostly 9.22 µM), for the others: top-dose activation, negative = inhibition, hits mostly activators; also: % of control where 0% means no effect; nearly all actives have a fitted effect of over 60% in size
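Luminescence from Amplite-detected luciferase (10 minutes, ambient) reports Rab9 promoter activation. Before that, stable Rab9-luciferase Huh7 cells (1500/well, reduced-serum OP-MEM I plus 10% FBS) were exposed to compound for 24 hours at 37C.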
p53 reactivation = re-activators of mutant p53 | 0.063% of 320,000 active | H1299 p53-A138V BP100-luciferase reporter, luminescence, 24 h | Potency, µM (top dose mostly 92.2 µM), inactives show top-dose activity change, positive = activation, actives largely listed as activators; also: % of control where 0% means no effect; nearly all actives have a fitted effect of over 45% in size
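H1299 (p53-null), stable ts p53-A138V + BP100-Luc; 1000 cells/well, Opti-MEM/10% FBS; cpd 4 pt, 1:5; 24 h, 37 deg C, 5% CO2; detection reagent 10 min RT; luminescence.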
RORgamma inh = inhibitors of mouse ROR gamma transcriptional activity | Drosophila S2 Gal4-RORgamma UAS-luciferase reporter, 20 h | Potency, µM (doses to about 53.6 µM), without a hit: at the top dose activity change, negative = inhibition, usual class: inhibitors | 5.4% of 310,000 active; also: % is scaled to controls: 0 for no effect and ±100 for the full control effect; nearly all actives have a fitted effect of over 60% in size
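Compounds are pin-transferred onto Drosophila Schneider cells expressing a copper-inducible Gal4–ROR gamma transactivation domain fusion. After 1 hr, copper sulfate is added to 700 uM final; luciferase is read 20 hr later.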
Gal4-VP16 FLuc = Gal4-VP16 reporter inhibition counter-screen; 3.5% of 310,000 active; Drosophila S2 Gal4-VP16 UAS-luciferase, luminescence, 20 h; Potency, µM (series often up to 53.6 µM), for the others: at the highest dose activity, negative = inhibition, usual class: inhibitors;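 also: Gal4-VP16 expression switched on by copper sulfate through the metallothionein promoter; % is scaled to controls: 0 for no effect and ±100 for the full control effect; nearly all actives have a fitted effect of over 50% in size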
MBNL1 CUG block = inhibitors of human MBNL1 binding to CUG repeat RNA; Q9NR56; TR-FRET MBNL1-His/biotin-(CUG)12 binding, 665/545 ratio; Potency, µM (titrated, usually from 57.5 µM), inactives show at the top dose activity change, negative = inhibition, usual class: inhibitors; 0.036% of 280,000 active; AID 2675; active = well fitted inhibition curve with a large enough effect in the signal ratio, with a control signal flat, not every such curve was filed as active; inconclusive = small, poorly fitted or top-dose-only effect, or effect the other way, or a change in a side signal; inactive = no such curve, though single readings can be large or run the other way; the % refers to the signal ratio; also: % is scaled to controls: 0 for no effect and ±100 for the full control effect
Target sequence (Q9NR56 whole entry, looked up): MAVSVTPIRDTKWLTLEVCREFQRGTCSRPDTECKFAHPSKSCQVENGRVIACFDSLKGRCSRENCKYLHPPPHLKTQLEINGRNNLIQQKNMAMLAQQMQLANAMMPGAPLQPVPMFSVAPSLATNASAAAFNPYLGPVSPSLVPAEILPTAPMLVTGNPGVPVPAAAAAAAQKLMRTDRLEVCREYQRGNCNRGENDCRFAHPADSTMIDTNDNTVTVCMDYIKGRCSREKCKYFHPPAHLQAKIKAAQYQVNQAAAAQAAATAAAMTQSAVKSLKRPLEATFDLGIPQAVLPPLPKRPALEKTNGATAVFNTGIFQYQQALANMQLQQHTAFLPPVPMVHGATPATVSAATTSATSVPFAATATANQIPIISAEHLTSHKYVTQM
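His-tagged MBNL1 binding to biotinylated (CUG)12 RNA was measured by TR-FRET using terbium anti-His antibody (0.055 ng/ul final) and streptavidin-XL665 (5 nM final). Compounds were titrated 92 nM to 58 uM; 60 min at room temperature.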
Active calls of the source: *; ? = inconclusive; / = no result given; & = joins results of further samples; [ ] = remark or other dose. Unless noted, calls follow the shape of the dose curve; as a rule, active = well fitted curve in the direction sought with a large enough effect; inconclusive = small, poorly fitted or top-dose-only effect, or another doubt; inactive = no such curve, though single readings can be large; an effect the other way counts as inactive or inconclusive. Potency is read from the fitted curve at half-maximal effect. The list is partial. The share of hits here may be higher or lower than overall.

SMILES	BRCA1 expr up	MLL CXXC-DNA inh	NPC1 prom act	uPA surface inh	ELG1 genotox	FLuc modulator	Rab9 promoter act	p53 reactivation	RORgamma inh	Gal4-VP16 FLuc	MBNL1 CUG block
Cc1oc(-c2ccc(Cl)cc2)nc1CS(=O)CC(=O)NCCCN1CCOCC1 (stereo not given)	-19%	5%	-4%	-7%	-1%	-2%	0%	8%	-12%	-1%	0%
CCc1ccc(-c2cn3nc(-c4ccccc4)cnc3n2)cc1	56%	-4%	?	10%	12%	-19%	2µM*	12%	-7%	-7%	29%
Cc1ccccc1/C=C/C12NC(=O)CN1c1ccccc1C2(C)C (stereo not given)	-32%	1%	-5%	3%	4%	?	1%	6%	18%	-5%	1%
O=C(Cn1cnc2ccccc2c1=O)c1cccs1	32%	-1%	1%	-5%	-1%	-6%	3%	2%	3%	-5%	20%
COc1ccc(-c2nc(N)n(C(=O)Cc3ccccc3)n2)cc1	-29%	14%	3%	0%	0%	?	-1%	11%	32%	10%	0%
N#CC(C#N)=c1ccc2c(c1)N1C3=C(CCCC3)CC3CCCCC31N=2 (stereo not given)	-33%	?	-5%	3%	-8%	12µM*	1%	-1%	-10%	0%	7%
CC(NC(=O)C1CCN(S(=O)(=O)c2ccccc2)CC1)c1ccccc1 (stereo not given)	-3%	-1%	4%	-9%	4%	-1%&4%	4%	5%	25%	-5%	2%
COc1cccc(CNn2cnnc2)c1O	2%	-7%	0%	13%	3%	1%	-7%	-2%	17%	-5%	-3%
COc1ccc(CNC(=O)C(NS(=O)(=O)c2ccc3c(c2)CCCN3C(C)=O)C(C)C)cc1 (stereo not given)	0%	-7%	-3%	/	0%	0%	-1%	3%	7%	2%	-2%
COc1ccccc1-c1cc(C(=O)Nc2ccc(F)cc2F)no1	19%	-10%	?	-5%	10%	2%	?	?	-8%	-17%	9%
CCN(C(=O)COC(=O)CNC(=O)C1CCCCC1)c1ccccc1	-22%	/	-3%	4%	1%	1%	-5%	-3%	/	/	/
COCCNC(=O)c1onc(CSc2ccc(C)c(C)c2)c1C(=O)O	-11%	-8%	-3%	-4%	2%	-15%	-2%	5%	1%	-11%	-2%
O=C(OCN1C(=O)c2ccccc2C1=O)/C(=C\c1ccco1)NC(=O)c1ccccc1	1%	-8%	-3%	0%	5%	-1%	-2%	2%	31%	3%	?
CN1CCN(CC(=O)Nc2ccccc2Sc2ccccc2)CC1	-43%	14%	-2%	1%	-6%	-1%	-2%	-9%	-12%	4%	0%
CC(=O)c1sc2c(c1N)c(=O)[nH]c(=O)n2-c1ccccc1	3%	8%	0%	-8%	0%	2%	-1%	-1%	1%	5%	?
O=C(Cc1ccc(Cl)cc1)NNS(=O)(=O)c1ccc([N+](=O)[O-])cc1	-11%	1%	2%	-1%	-1%	-2%	-4%	-9%	13%	-11%	/
COc1ccc(Cl)c2c1[nH]c1nc(SCc3cccnc3)nnc12	-7%	-8%	2%	3%	14%	1%	-3%	16%	-1%	7%	0%
O=C(CSc1cccs1)Nc1cccc2ccccc12	73%	-9%	?	-11%	?	13µM*	?	?	-1%	?	2%
CCCCN(C)CCC(=O)Nc1ccc(F)c(F)c1	-18%	9%	-2%	2%	1%	-1%	-1%	-10%	16%	-14%	0%
Cc1cc2nc(/C=C/c3nc4cc(C)c(C)cc4[nH]3)[nH]c2cc1C	-3%	34%[activator]	-3%	0%	0%	?	6%	4%	1%	1%	3%

Brought forward from above: two compounds; new compounds follow.
SMILES	BRCA1 expr up	MLL CXXC-DNA inh	NPC1 prom act	uPA surface inh	ELG1 genotox	FLuc modulator	Rab9 promoter act	p53 reactivation	RORgamma inh	Gal4-VP16 FLuc	MBNL1 CUG block
CCCCN(C)CCC(=O)Nc1ccc(F)c(F)c1	-18%	9%	-2%	2%	1%	-1%	-1%	-10%	16%	-14%	0%
Cc1cc2nc(/C=C/c3nc4cc(C)c(C)cc4[nH]3)[nH]c2cc1C	-3%	34%[activator]	-3%	0%	0%	?	6%	4%	1%	1%	3%
COc1cccc(CC(=O)Nc2cc(S(=O)(=O)N3CCOCC3)ccc2OC)c1	0%	/	0%	-2%	0%	2%	-1%	4%	/	/	/
CC1(NC(=O)Cc2c(Cl)cccc2Cl)CCS(=O)(=O)C1 (stereo not given)	-5%	/	-6%	-9%	3%	2%	-4%	-6%	/	/	/
O=[N+]([O-])c1ccc(-c2csc(N/N=C/c3cccnc3)n2)cc1	22%	-2%	-2%	2%	2%	2%	2%	-4%	11%	1%	8%
COCCn1ccc2c(OCC(=O)Nc3cc(OC)ccc3OC)cccc2c1=O	-27%	/	-1%	-17%	0%	5%	0%	0%	/	/	/
CCOc1cc(-c2nnc(NC(=O)c3ccco3)o2)cc(OCC)c1OCC	4%	/	-1%	-4%	-21%	5%	-9%	9%	/	/	/
CCOC(=O)CCC(=O)OCC(=O)NC(C)C1CC2CCC1C2 (stereo not given)	6%	3%	-1%	0%	1%	4%	-5%	-5%	3%	14%	2%
CC1=C(C(=O)Nc2ccccc2C(=O)N2CCCCC2)SCCO1	1%	8%	-5%	6%	0%	-1%	0%	4%	0%	-8%	1%
COc1ccc(NC(=O)N2CCCCC2)cc1	34%	-1%	17%	/	?	-22%	24%	?	?	0%	3%
CC(C)Cn1c(=O)c2c(nc3n2CCCN3CCc2ccccc2)n(C)c1=O	-27%	-22%	-1%	-5%	-16%	2%	-10%	-4%	-6%	-3%	2%
CCOC(=O)c1sc(NC(=S)NC(=O)CC(C)C)cc1C	?	3%	23%	-2%	4%	19µM*	?	?	5.6µM*	?	36%[activator]
Cc1cc(C)n(CC(O)Cn2c3ccccc3c3ccccc32)c(=O)n1 (stereo not given)	-22%	1%	-4%	14%	-5%	0%	5%	-7%	38%	10%	0%
O=C(CN1CCN(c2ncccn2)CC1)Nc1ccccc1C(F)(F)F	-18%	6%	1%	1%	-8%	4%	-6%	-5%	25%	-2%	?
N=C1S/C(=C\c2ccccc2)C(=O)N1c1ccc(F)cc1	-8%	3%	-1%	10%	0%	0%	-2%	-5%	-31%	0%	-20%
O=C(c1ccc(C(F)(F)F)cc1)C1CCCN(C(=O)c2cnccn2)C1 (stereo not given)	0%	-1%	-3%	-1%	1%	-3%	3%	1%	35%	5%	-6%
CC(=O)Cc1cc2cc([N+](=O)[O-])ccc2oc1=O	20%	4%	-3%	10%	8%	-2%	-7%	1%	-5%	-3%	?
CCOc1ccc(CC(=O)Nc2nccs2)cc1OCC	-8%	3%	-7%	1%	-3%	2%	-1%	4%	-38%	8%	-5%
COc1ccc2c(CC(=O)NCc3ccc4c(c3)OCO4)coc2c1	15%	1%	-1%	-31%	-2%	?	-4%	-5%	?	16%[0.365 µM]	-1%
Cc1cc(NC(=O)CCC(=O)N(CC(=O)NC2CCCC2)c2ccc(C)c(F)c2)no1	-6%	-11%	0%	-3%	-1%	0%	1%	-8%	7%	9%	-2%
Cc1cc(C)c(/C=N/NC(N)=O)c(C)c1/C=N/NC(N)=O	-13%	6%	-3%	1%	0%	3%	1%	0%	-8%	-4%[0.365 µM]	-8%
Cc1sc2ncnc(N(C)Cc3cccs3)c2c1C	-39%	-6%	-4%	4%	-5%	-8%	-2%	-6%	-9%	1%	-2%
NC(N)=N/N=C/c1ccccc1OC(F)F	-19%	6%	0%	0%	-2%	1%	2%	1%	-8%	4%	3%
CCCOC(=O)C1=C(C)NC2=C(C(=O)C(C(=O)OC)C(C)C2)C1c1ccc(N(CC)CC)cc1 (stereo not given)	-17%	-4%	-10%	3%	-3%	0%	-4%	-1%	?	-4%	18%
CC(=O)Nc1ccc(-c2nc(C)c(C(C)=O)n2O)cc1	11%	0%	4%	-15%	1%	?	0%	9%	8%	2%	5%
COc1cccc(NC(=O)CN(C)C(=O)CC2CCCCC2)c1	-18%	/	-4%	-3%	4%	3%	0%	-3%	/	/	/
CC(=O)c1c(N)n(C)c(=O)n(C)c1=O	15%	9%	-2%	5%	-3%	-2%	-6%	3%	-14%	-1%	-1%
Cc1nn(CCc2n[nH]c(=S)n2C2CCCCC2)c(C)c1Br	-2%	-11%	0%	/	-3%	10%	3%	0%	5.6µM*	?	-2%
O=C(O)c1cccc(Nc2nc(-c3cc4ccccc4oc3=O)cs2)c1	18%	?	2.8µM*	-1%	?	6µM*	?	?	-30%	-19%	?
COCCn1c(SCC(=O)N2CCCc3ccccc32)nnc1-c1ccoc1C	-12%	4%	0%	2%	0%	2%	-5%	-6%	?	13%	-14%
Cc1ccc(N2C(=O)/C(=C\c3ccco3)SC2=S)cc1	77%	15%	25%	4%	5%	?	?	5%	?	-2%	4%
